Screens as filed in PubChem BioAssay.
IMP-1 inh: inhibitors of Pseudomonas aeruginosa IMP-1 metallo-beta-lactamase. purified IMP-1, nitrocefin hydrolysis, epi-absorbance fluorescence. inhibition, % at 5.6 µM. 0.45% of 290,000 active. AID 1556;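 active means inhibition above the mean plus 3 SD of all compounds in the same screening run, cut at about 4.5% in these data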;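 further: 0% = IMP-1 with DMSO and 100% = DMSO wells lacking enzyme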
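System: purified recombinant IMP-1 beta-lactamase. Medium: Zinc- and detergent-supplemented HEPES buffer, pH 7.1. Compound: one 5.6 µM dose […]. Schedule: 15 min preincubation plus 25 min reaction at 25 °C. Technique: Epi-absorbance fluorescence, 480 nm excitation, 530 nm emission.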
GalR3 antagonist: blocks the human galanin receptor 3 | O60755 | HEK293 GalR3-CNG cAMP membrane potential fluorescence; galR3 body fused to GalR1 C-terminus | inhibition, % at 3 µM | 0.44% of 360,000 active;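 active means inhibition above the screen-wide average plus 3 SD, cut at about 13% in these data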;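 further: forskolin and galanin both at EC90 stimulate the cells; cAMP rise reported by CNG channel membrane potential dye signal; 0% = forskolin plus galanin with DMSO and 100% = forskolin alone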
PHOSPHO1 inh: inhibitors of human PHOSPHO1 phosphatase | Q8TCT1 | recombinant PHOSPHO1, absorbance phosphatase assay | inhibition, % at 13.3 µM | 1.1% of 290,000 active; in the data active means inhibition above about 60%
Target sequence (Q8TCT1 whole entry, looked up): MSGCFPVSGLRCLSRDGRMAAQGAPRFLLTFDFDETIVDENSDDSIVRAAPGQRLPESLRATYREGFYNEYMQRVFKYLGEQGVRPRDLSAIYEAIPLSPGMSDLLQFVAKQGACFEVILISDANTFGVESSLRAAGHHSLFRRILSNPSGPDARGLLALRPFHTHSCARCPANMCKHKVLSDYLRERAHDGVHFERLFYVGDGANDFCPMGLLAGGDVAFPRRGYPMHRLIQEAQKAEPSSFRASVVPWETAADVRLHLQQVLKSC
HCV NS3 hel inh: blocks Hepatitis C virus NS3 helicase unwinding; NS3 helicase DNA unwinding, Cy5 molecular beacon fluorescence; inhibition, % at 10.9 µM; 0.56% of 290,000 active;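 active means inhibition above the mean of all tested compounds plus 3 SD, set per campaign, cut at about 35% in these data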;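 further: 0% = DMSO wells and 100% = thioflavine S control wells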
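System: Hepatitis C virus NS3 helicase domain fragment enzyme | Reagent: Annealed dual-labelled DNA beacon duplex, ATP-started | Compound dosing: 10.9 µM single point, 0.8% DMSO | Incubation: 1 h reaction at 25 °C, ATP-initiated | Technique: Cy5 fluorescence | Evaluation: Percent inhibition from t60/t0 fluorescence ratio | Benchmarks: Low DMSO, high thioflavine S at 110 µM | Replication: Singlicate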
OXTR agonist: human OXTR agonism; activation, % at 3 µM; CHO-OTR cells, Fluo-8 calcium fluorescence; normalized: DMSO 0%, oxytocin 100%; 0.32% of 320,000 active; P30559; AID 2435;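 active means activation above the mean of all tested compounds plus 3 SD, cutoff set per screening run, cut at about 20% in these data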;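 further: peak over basal fluorescence ratio from a 100 s FLIPR kinetic read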
Target sequence (P30559 whole entry, looked up): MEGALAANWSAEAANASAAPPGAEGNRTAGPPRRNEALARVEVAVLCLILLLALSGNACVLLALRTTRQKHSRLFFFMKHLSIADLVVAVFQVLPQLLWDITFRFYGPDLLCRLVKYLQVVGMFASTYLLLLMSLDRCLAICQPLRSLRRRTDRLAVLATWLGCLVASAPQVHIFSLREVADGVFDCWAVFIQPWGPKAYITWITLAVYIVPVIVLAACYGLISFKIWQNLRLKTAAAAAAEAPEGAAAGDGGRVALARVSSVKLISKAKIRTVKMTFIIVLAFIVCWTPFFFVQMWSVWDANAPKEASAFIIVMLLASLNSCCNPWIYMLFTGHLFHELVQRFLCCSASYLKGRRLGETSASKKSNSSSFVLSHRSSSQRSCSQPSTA
V1R ag counter: V1a receptor agonism, counter-screen for OXTR agonists | P37288 | CHO-V1R cells, Fluo-8 calcium fluorescence, agonist mode; 0% DMSO, 100% 3 nM vasopressin | activation, % at 3 µM | 0.25% of 320,000 active | AID 2797;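 active means activation above the mean activation of all tested compounds plus 3 SD, per screening run, cut at about 20% in these data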;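 further: signal is peak over basal fluorescence ratio across a 100 second FLIPR read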
Target sequence (P37288 whole entry, looked up): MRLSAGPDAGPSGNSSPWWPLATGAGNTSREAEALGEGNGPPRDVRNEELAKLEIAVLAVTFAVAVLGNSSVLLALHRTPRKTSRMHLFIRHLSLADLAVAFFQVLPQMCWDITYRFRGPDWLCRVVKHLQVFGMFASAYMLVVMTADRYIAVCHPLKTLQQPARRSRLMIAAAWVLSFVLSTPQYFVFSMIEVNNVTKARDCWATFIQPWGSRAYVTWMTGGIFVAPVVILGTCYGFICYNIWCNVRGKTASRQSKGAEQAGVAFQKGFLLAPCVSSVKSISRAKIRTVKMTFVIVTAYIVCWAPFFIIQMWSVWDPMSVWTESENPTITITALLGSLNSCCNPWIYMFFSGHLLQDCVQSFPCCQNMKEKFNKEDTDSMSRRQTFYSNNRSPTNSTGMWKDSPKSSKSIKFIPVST
GPR7 antag: human neuropeptides B/W receptor 1 antagonism | inhibition, % at 4.4 µM | P48145 | GPR7-expressing cells, fluorescence antagonist assay | 1.1% of 290,000 active | AID 1861; in the data active means inhibition above about 16%, passing the limit was not always enough;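 further: cells stimulated with the agonist NPW; 0% = agonist with vehicle and 100% = vehicle without agonist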
FID counter: displaces DNA intercalator in HCV helicase counter-screen | DNA fluorescent intercalator displacement, fluorescence | inhibition, % at 7.9 µM | 0.17% of 290,000 active; in the data active means inhibition above about 37%;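 further: 0% = vehicle and 100% = reference compound; higher means more ethidium bromide displaced from hairpin DNA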
VIM-2 inh: inhibitors of Pseudomonas aeruginosa VIM-2 metallo-beta-lactamase; 0.89% of 290,000 active; inhibition, % at 5.6 µM; AID 1527; purified VIM-2, nitrocefin hydrolysis, epi-absorbance fluorescence;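 active means inhibition above the mean of all tested compounds plus 3 SD, cutoff set per screening run, cut at about 7.5% in these data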;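 further: red hydrolysis product quenches plate fluorescence so inhibitors raise well fluorescence; 0% = enzyme with DMSO and 100% = DMSO without enzyme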
* = called active by the depositor; nt = not tested or not shown. Rows were taken by chance. Share with any hit: about 4.3%.

No.	Compound	IMP-1 inh	GalR3 antagonist	PHOSPHO1 inh	HCV NS3 hel inh	OXTR agonist	V1R ag counter	GPR7 antag	FID counter	VIM-2 inh
1	CCOC(=O)C(C)Oc1nc(Oc2ccccc2)nc(N(C)C)n1 (stereo not given)	-2.8	-4	6	-1	-1.2	-0.4	-10	-18	-1.1
2	COc1ccc(N2CCN(C(=O)c3c(Cl)cnn3C)CC2)cc1	-3.1	4	41	-4	1.2	1.7	-10	-14	-0.8
3	Cc1cc(NC(=O)CSc2nnc3ccccn23)no1	-1.3	-3	57	-5	0.1	-0.5	-5	6	-2.2
4	O=C(CN1C(=O)c2ccccc2S1(=O)=O)c1ccc(OC(F)F)cc1	1.2	nt	5	23	0.5	1.4	13	3	1.1
5	O=C(COc1ccccc1)N1CCc2ccccc21	-3.4	-1	10	5	-1.8	-0.3	0	-5	-1.9
6	O=C(NS(=O)(=O)Oc1ccccc1F)OC[C@@H]1CCCN2CCCCC12 (stereo not given in full)	-1.0	0	19	-13	0.3	0.5	-6	-6	0.7
7	O=C(N/N=C\c1cn[nH]c1-c1ccccc1)c1ccc([N+](=O)[O-])cc1	-4.2	2	6	-12	-0.6	0.2	7	-1	-3.1
8	COc1ccc(OCCn2cnc(Cl)c2Cl)cc1	-0.5	-5	24	-7	1.3	-0.1	-6	-7	-1.0
9	COc1cc(C(c2sc3nc(C)nn3c2O)N2CCOCC2)cc(OC)c1OC (stereo not given)	-1.0	nt	-8	1	0.2	1.2	-1	-7	-3.9
10	CN1CCN(C(=O)c2ccc(F)c(F)c2)CC1	-0.4	-8	50	13	0.8	0.4	-11	-3	-2.7
11	CC(=O)Nc1cccc(NC(=O)c2cc(-c3cccnc3)nc3ccc(Br)cc23)c1	5.2*	-4	11	-15	3.7	1.4	0	-15	0.3
12	O=C(O)/C=C/C(=O)NNc1ncnc2ccccc12	-3.4	2	40	12	0.3	0.1	-3	0	-4.0
13	CCCCNC(=O)c1cn(C)c2ccc(S(=O)(=O)N3CCCC3)cc2c1=O	-2.1	-3	44	1	0.2	0.4	-8	-9	-3.1
14	CCCCN(C)C(=O)c1nc2ccccn2c1CN(C)Cc1csc(C)n1	-1.8	-2	50	-1	-0.2	0.8	-22	-17	-3.1
15	Cc1cc(C(F)(F)F)c(C#N)c(Sc2ccccc2)n1	-2.7	-3	33	6	-2.3	-1.3	0	-5	1.2
16	CN(Cc1ccccc1)C(=O)C1CCN(S(=O)(=O)c2ccc(-n3cnnn3)cc2)CC1	-1.8	-6	28	1	1.1	1.9	9	-31	-1.4
17	COc1ccccc1/C(C)=N/NC(=S)NCc1ccccc1	2.4	-4	28	3	-0.4	-1.0	2	-25	-1.4
18	CC(c1ccco1)N(C(=O)c1ccc(F)cc1)c1ccccn1 (stereo not given)	-2.7	-1	33	2	-0.4	-0.3	-11	7	-0.1
19	COc1ccc(/C=N/NC2=NCCCCC2)c(OC)c1	-3.0	-3	4	-9	-0.1	0.5	-7	8	-0.6
20	CCOC(=O)C1CCN(CCC(=O)Nc2cc(C)ccc2C)CC1	-3.2	-2	14	-6	0.5	1.1	-7	-4	-3.8
21	CCNC(=O)NC(=O)C(C)OC(=O)c1oc2ccc(OCC)cc2c1C (stereo not given)	-3.2	-2	7	-7	-1.7	0.4	-7	-3	-3.3
22	COCCN(CCOC)c1nc(-c2ccc(Cl)cc2)nc2ccccc12	-2.1	-7	-3	-1	-2.3	-0.2	-27	-10	-0.5
23	CCOC(=O)N1CCC(NC(=O)C(C)n2c3ccccc3c3cnn(C)c(=O)c32)CC1 (stereo not given)	-1.0	-3	7	10	-1.1	-0.1	5	-18	2.0
24	COC(=O)C(CO)Nc1ncnc2onc(-c3ccc(F)cc3)c12 (stereo not given)	-0.7	-6	14	1	-1.4	-0.3	-4	-4	-1.1
25	Cc1onc(-c2ccccc2)c1C(=O)N/N=C/c1c[nH]c2ccccc12	-3.0	-9	2	28	2.1	3.8	-1	-5	-2.2
26	COCCN(C(=O)CSc1nnc(Nc2ccccc2F)s1)c1c(N)n(Cc2ccccc2)c(=O)[nH]c1=O	-1.1	-3	19	-1	-1.4	0.2	7	-30	-0.9
27	CC(C)NC(NC(=O)/C=C/c1ccccc1)C(Cl)(Cl)Cl (stereo not given)	-0.9	0	10	-15	-3.1	-1.3	-8	-3	0.2
28	COCc1nn2c(N)c(-c3ccccc3)cnc2c1-c1ccccc1	-3.0	-9	nt	5	-0.7	0.4	-11	-16	-2.5
29	CCOc1ccc(-c2nc3n(c(=O)c2C#N)CCCS3)cc1	-1.5	-1	1	6	-0.6	-0.5	-12	-7	-0.9
30	CCOC(=O)c1csc(NC(=O)CSc2nnnn2-c2cccc(OC)c2)n1	-2.5	1	-4	-1	4.0	5.9	-9	-9	-1.1
31	CCOC(=O)N1CCN(c2ccc(C(C)=O)cc2F)CC1	-1.1	-6	-7	-1	2.9	4.8	9	-9	0.7
32	CCCCCOP(=O)(c1ccccc1)c1ccccc1	-2.7	1	-4	-10	-2.2	3.1	-11	-28	-2.6
33	CCc1ccc(C(=O)Nc2nnn(CC)n2)cc1	-2.0	nt	4	0	-0.3	-0.3	-11	4	-2.9
34	CCc1ccc2[nH]c(=O)c(CN(Cc3ccc(F)cc3)C(c3nnnn3CCN3CCOCC3)C(C)C)cc2c1 (stereo not given)	-1.9	nt	-50	-3	-0.5	0.1	3	-5	-5.9
35	CCOC(=O)c1c(NC(NC(C)=O)C(Cl)(Cl)Cl)sc2c1CCCC2 (stereo not given)	-1.4	-7	2	-20	-1.9	-0.5	-6	-21	-3.1
36	CC(C)CNC(=O)CSc1n[nH]c(=O)n1CCc1ccccc1	-1.1	-11	-6	5	0.6	1.0	-14	-5	-1.8
37	COC(=O)c1c(NC(=O)c2ccccc2F)sc2c1C(C(=O)OC)CC2 (stereo not given)	-3.3	0	14	-11	-0.8	0.6	-6	-20	1.1
38	Cc1ccc(C(=O)N/N=C\c2ccc(-c3ccc([N+](=O)[O-])cc3)o2)cn1	-1.0	-5	-4	21	-0.5	0.9	15	-11	-1.8
39	Cc1c(Cl)cccc1NC(=S)NCc1ccc2c(c1)OCO2	-1.0	-5	-4	4	0.5	2.6	-5	-5	-1.8
40	COc1cc(OC)c(C(=O)NCC(c2cccs2)N(C)C)cc1OC (stereo not given)	-5.6	nt	6	-3	0.7	-0.6	-2	4	-2.6
41	O=C(COc1ccccc1)NS(=O)(=O)c1ccc(Cl)cc1	-4.0	-4	25	11	-0.2	-0.4	-16	-6	-2.6
42	O=C(O)c1ccc(NC2=C/C(=N/S(=O)(=O)c3ccccc3)c3ccccc3C2=O)cc1	-3.1	-10	-23	11	nt	nt	-24	-25	-1.1
43	CCCCOc1cccc(C(=O)NC(=S)Nc2cccc(C(F)(F)F)c2)c1	-2.5	-1	-14	7	-0.4	0.2	-9	-4	-5.1
44	CC(C)C(C(=O)OCC(=O)c1ccc2c(c1)NC(=O)CO2)N1C(=O)c2ccccc2C1=O (stereo not given)	-1.9	-3	-23	2	4.5	2.9	-6	-5	1.9
45	CCN(CC)C(=O)c1cc(S(=O)(=O)N2CCCCC2)c[nH]1	-3.6	2	20	-5	3.9	3.4	-5	-24	-2.1
46	O=C(CNC(=O)c1ccc(Oc2ccccc2)cc1)OC1CCCCC1=O (stereo not given)	-2.9	-4	15	1	1.8	3.0	6	-14	-4.2
47	CN(C)CCCOC(=O)CCc1ccccc1	-0.5	2	21	1	1.2	-0.3	-11	-3	1.5
48	O=C(CNCC1CCCCC1)Nc1ccc(N2CCCCC2)cc1	-1.6	nt	8	3	2.9	0.9	3	23	-3.0
49	C=CCOc1ccc2ccccc2c1CNc1ncn[nH]1	-0.9	-1	-15	2	-1.1	-0.9	7	-9	-0.7
50	Cc1nn(Cc2nc(-c3cccs3)no2)c(C)c1Br	-2.9	0	6	-7	-1.7	-1.1	-11	-11	-0.4
51	COc1cc(NS(=O)(=O)c2ccc(C)cc2)ccc1-n1cnnn1	-3.1	-2	-12	-5	2.9	2.8	-8	-2	-2.0
52	CCOC(=O)c1ccc(NC(=O)C(=O)NCc2ccccn2)cc1	-2.5	6	41	4	-0.6	1.2	0	-10	-2.6
53	Cc1cccc(NC(=O)CSc2n[nH]c(-c3ccncc3)n2)c1	-0.8	5	0	3	-2.0	-0.4	-4	-3	-1.8
54	CC1=C(C(=O)OCc2ccccc2)C(/C=C/c2ccccc2)N2C(=O)CCSC2=N1 (stereo not given)	-3.7	-7	8	0	-0.4	0.2	-7	-11	-4.6
55	O=C1C(=O)N(Cc2cccnc2)C(c2ccccn2)/C1=C(/O)c1ccc(Br)cc1 (stereo not given)	-2.8	-5	14	5	0.4	0.4	-13	-14	3.4
56	N#CC1=C(N)Oc2nc[nH]c(=O)c2C1c1cccs1 (stereo not given)	-0.9	-4	4	-2	-0.4	-0.3	6	2	1.3
57	O=C(CCl)NC1CCCc2ccccc21 (stereo not given)	-2.8	-6	47	4	0.7	0.0	-9	-2	-0.6
58	CC(c1nnc(SCC(=O)NC(=O)NCc2ccco2)n1-c1ccc(Cl)cc1)N(C)C (stereo not given)	-1.3	1	53	10	-0.8	0.0	-5	-13	-2.5
59	CCc1ccc(-c2nc(CS(=O)CC(=O)NCCCN3CCC(C)CC3)c(C)o2)cc1 (stereo not given)	-0.8	-3	38	-16	-1.3	-1.1	-11	16	3.8
60	CCOCCCNc1nc2c(c(=O)[nH]c(=O)n2C)n1CCCc1ccccc1	-3.2	-5	18	4	-1.6	-0.4	-14	-15	-5.2

Down the list, as entered above:
FID counter for nos. 49–57 → -9, -11, -2, -10, -3, -11, -14, 2, -2
HCV NS3 hel inh for nos. 49–57 → 2, -7, -5, 4, 3, 0, 5, -2, 4

Going on with the list.
No.	Compound	IMP-1 inh	GalR3 antagonist	PHOSPHO1 inh	HCV NS3 hel inh	OXTR agonist	V1R ag counter	GPR7 antag	FID counter	VIM-2 inh
61	C=CCOc1ccccc1CN(CCc1ccccc1)C(=O)c1cccc(S(C)(=O)=O)c1	-0.7	-9	27	-11	3.3	4.3	5	-46	-0.8
62	O=C(CN(c1cc(C(F)(F)F)ccc1Cl)S(=O)(=O)c1ccccc1)NCc1cccnc1	-0.7	-1	23	0	-0.1	0.0	-14	-31	-1.5
63	Cc1ccc2oc(=O)c(/C=C(\O)c3sc(C)nc3C)nc2c1	-2.1	0	-4	9	-0.2	-0.7	-8	-3	-0.7
64	CN1C(=O)N(C)c2ccc(C=O)c3cccc1c23	-3.0	-4	13	6	-0.3	0.1	0	3	5.7
65	COc1ccc(NC(=O)CN(C)C(=O)c2cnc(Cl)c(Cl)c2)cc1	0.0	-6	10	-5	-0.4	2.6	-7	-10	-2.2
66	CCC(=O)Nc1cccc(C2=NOC3(C2)C[C@H](C(N)=O)N(C(=O)CC#N)C3)c1 (stereo not given in full)	nt	-4	31	nt	0.7	0.7	nt	nt	nt
